EPAC2 ag = EPAC2 (human) agonism. AID 720711. hit rate 0.079% among 360,000. EPAC2 activation, biochemical qHTS; response scale: 100% = 6.5 mM cAMP response. Potency, µM (series often up to 154 µM), without a hit: at the top dose activation, hits mostly activators. Q8WZA2; further: potency means the concentration at half of the fitted maximal effect; nearly all actives have a fitted effect of over 50% in size
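qHTS, titration series. 100 nM EPAC2 / 250 nM Rap1B-BODIPY-GDP / 50 uM GDP; RT; ex 480/em 540 nm, 5-min reads to 30 min. Norm. to 6.5 mM cAMP = activation.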
DRD3 agonist = D3 dopamine receptor (human) agonism | D3R DiscoveRx beta-arrestin cells, luminescence, 90 min | hit rate 0.58% among 410,000 | P35462 | max activation, %; in the data active means max activation above about 30%; further: 0% is about no effect; mostly tested at two doses, the higher about 12 µM
Target sequence (P35462 whole entry, looked up): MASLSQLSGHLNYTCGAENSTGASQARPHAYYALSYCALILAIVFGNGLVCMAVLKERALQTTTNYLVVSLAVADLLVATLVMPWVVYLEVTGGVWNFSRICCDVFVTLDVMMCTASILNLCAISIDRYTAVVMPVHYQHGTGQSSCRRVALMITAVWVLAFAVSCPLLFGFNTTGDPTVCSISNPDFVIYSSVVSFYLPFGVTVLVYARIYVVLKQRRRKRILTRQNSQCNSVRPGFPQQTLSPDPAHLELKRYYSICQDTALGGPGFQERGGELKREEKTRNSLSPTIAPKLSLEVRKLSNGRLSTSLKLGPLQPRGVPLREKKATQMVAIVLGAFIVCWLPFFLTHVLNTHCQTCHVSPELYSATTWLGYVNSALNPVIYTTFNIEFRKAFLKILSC
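Agonist-mode cell screen: cells plated at 1500/well and incubated overnight at 37 °C, then exposed to library compounds for 90 min at 37 °C. Detection reagent was added for 30–60 min at room temperature, and luminescence was read.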
Akt phos inh = blocks phosphorylation of Akt; Neuro2A IGF-stimulated pAkt S473 HTRF, 20 min; active compounds read low; hit rate 0.32% among 360,000; activity change, % for hits at 50 µM; AID 651550; in the data active means activity change below about -80%; inconclusive means mostly about -51% to -80%; further: on the % scale 0 is the no-effect control and ±100 the full control effect
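Neuro2A cells (4,500/well, DMEM with 0.5% FBS) were treated with compound at a single 50 µM final concentration, stimulated with 6 nM IGF for 20 min at 37 °C, and lysed. Phospho-Akt Ser473 was read by HTRF as 665/615 ratio ×10^4.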
EPAC2 antagonist = blocks human EPAC2 exchange factor; Q8WZA2; EPAC2 GEF exchange of Rap1B-BODIPY-GDP, fluorescence; Potency, µM (top dose mostly 114 µM), for inactives: at the highest dose activity, negative = inhibition, actives largely listed as inhibitors; hit rate 0.18% among 360,000; further: potency means the concentration at half of the fitted maximal effect; on the % scale 0 is the no-effect control and ±100 the full control effect; nearly all actives have a fitted effect of over 45% in size; many of its hits are not listed in these tables
PTHR1 ag = PTHR1 (human) receptor agonism; AID 743266; HEK293 GP2 PTHR1 cells, GloSensor cAMP luminescence, 1 h; hit rate 0.075% among 410,000; Potency, µM (top dose mostly 115 µM), for the others: at the top dose activation, hits mostly activators; further: potency means the concentration at half of the fitted maximal effect; nearly all actives have a fitted effect of over 55% in size; some results filed as inactive show a strong effect at the top dose; inactives centre near -15; many of its hits are not listed in these tables
Target sequence (Q03431 whole entry, looked up): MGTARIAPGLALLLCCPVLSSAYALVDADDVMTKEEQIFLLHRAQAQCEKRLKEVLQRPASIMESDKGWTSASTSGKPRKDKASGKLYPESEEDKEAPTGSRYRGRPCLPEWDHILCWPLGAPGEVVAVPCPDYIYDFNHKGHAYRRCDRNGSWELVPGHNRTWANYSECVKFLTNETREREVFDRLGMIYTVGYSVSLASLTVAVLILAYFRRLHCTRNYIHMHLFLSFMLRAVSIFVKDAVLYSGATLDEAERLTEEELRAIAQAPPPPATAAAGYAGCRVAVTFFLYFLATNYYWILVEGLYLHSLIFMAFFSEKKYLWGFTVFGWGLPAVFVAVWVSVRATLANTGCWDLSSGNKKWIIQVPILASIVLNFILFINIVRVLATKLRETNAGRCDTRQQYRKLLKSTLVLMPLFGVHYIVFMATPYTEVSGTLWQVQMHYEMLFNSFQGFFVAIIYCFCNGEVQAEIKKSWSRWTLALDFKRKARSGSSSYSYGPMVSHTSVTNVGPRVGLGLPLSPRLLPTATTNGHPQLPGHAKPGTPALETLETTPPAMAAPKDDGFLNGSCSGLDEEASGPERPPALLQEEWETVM
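HEK-293-derived GP2 cells expressing PTHR1 and a GloSensor cAMP reporter, 3,000/well, plated overnight, given luciferin plus IBMX (each 0.5 mM as added) for 1 h at 37 °C, then compound for 1 h at 37 °C. Luminescence was read after 15 min at room temperature.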
DRD3 antagonist = D3 dopamine receptor (human) antagonism. D3R cells, DiscoveRx beta-arrestin luminescence, antagonist mode; active compounds read low. P35462. max response, negative = inhibition, %. AID 652054. hit rate 2.5% among 360,000; in the data active means max response below about -50%; inconclusive means no clear call, values can overlap the other calls; further: on the % scale 0 is the no-effect control and ±100 the full control effect; mostly tested at two doses, the higher about 12 µM
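Cells expressing the human receptor were seeded at 1500 cells/well, incubated overnight at 37 degrees C in 5% CO2, then exposed to library compounds with dopamine controls for 90 minutes at 37 degrees C before luminescent detection.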
MmCpn inh = blocks the Methanococcus maripaludis chaperonin Mm-Cpn; purified Mm-Cpn ATPase, ADP Transcreener TR-FRET; Potency, µM (top dose mostly 76.9 µM), inactives show at the top dose activity, negative = inhibition, most hits filed as inhibitors; hit rate 0.031% among 330,000; further: potency means the concentration at half of the fitted maximal effect; on the % scale 0 is the no-effect control and ±100 the full control effect; nearly all actives have a fitted effect of over 80% in size
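Quantitative HTS used 25 nM Mm-CPN and 10 uM ATP in magnesium/KCl Tris buffer, pH 7.4, with 1 mM DTT. Hydrolysis ran 30 min at 37°C; ADP was read by HTRF.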
CCT chaperon mod = modulators of cytosolic chaperonin (CCT/TRiC) activity; purified chaperonin ATPase assay, HTRF ADP detection, 30 min; activity change, % (test concentration not listed), hits read low; hit rate 0.3% among 360,000; AID 651819; in the data active means activity change below about -30%; further: on the % scale 0 is the no-effect control and ±100 the full control effect
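We incubate TRiC, 40 or 20 nM final, with library compounds at 76 uM and 10 uM ATP for 30 min at 37 °C. ADP formed is detected with Transcreener HTRF reagents after 30 min at room temperature.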
Active calls of the source: *; i = inactive; ? = inconclusive; / = not tested or not shown; & = joins results of further samples; [ ] = another dose, or the depositor's remark. Unless noted, the call rests on the fitted dose curve; in most records, active means well fitted curve in the direction sought with a large enough effect; inconclusive means small, poorly fitted or top-dose-only effect, or another doubt; inactive means no such curve, though single readings can be large; an effect the other way counts as inactive or inconclusive. A portion of the library. The share of hits here may be higher or lower than overall.

SMILES,CCT chaperon mod,Akt phos inh,EPAC2 antagonist,MmCpn inh,DRD3 antagonist,DRD3 agonist,PTHR1 ag,EPAC2 ag
CC(NS(=O)(=O)c1cccc(Cl)c1)C(=O)Nc1ccc(-c2nc3ccccc3s2)cc1 (configuration not stated),1.0,i,3%,-20%,0,20,-17%,-21%
Cc1ccc2nc(-c3ccco3)c(Cc3ccccc3)n2c1,-1.8,i,-22%,/,?,-5,-14%,13%
O=C(NCCCO)c1c(O)c2cccc3c2n(c1=O)CCC3,-2.4,i,2%,-3%,-5,4,-2%,4%
CSc1ccccc1OCc1cc(C(=O)N(C)C(C)c2nc(C)cs2)no1 (configuration not stated),1.3,i,-2%,4%,-25,0,i,1%
O=c1cc(/N=C/c2coc3cc(Br)ccc3c2=O)[nH]c(=S)[nH]1,-1.9,i,-12%,1%,?,-11,i,9%
O=C(O)CCCCCCCCCCP(=O)(c1ccccc1)c1ccccc1,-0.5,i,-4%,1%,7,6,-9%,6%
Cc1ccc(C)c(NC(=O)CN(C)C(=O)c2ccc(-n3cncn3)c([N+](=O)[O-])c2)c1,-0.5,i,1%,0%,23,6,i,3%
c1cc(CNCCCN2CCOCC2)ccn1,-1.5,i,8%,-2%,-17,-5,i,-2%
CC(C)(C)C1CCC(=NNC(=O)c2ccccc2-n2cccc2)CC1 (configuration not stated),-2.1,i,3%,-1%,0,5,i,-8%
COc1ccc(CNc2nc3c(c(=O)[nH]c(=O)n3C)n2Cc2ccccc2C)cc1,-3.3,i,21%,-1%,-14,-2,-49%[inhibitor],-13%
CCn1nc(C(=O)N2CCN(Cc3ccc4c(c3)OCO4)CC2)c2ccccc2c1=O,0.1,i,8%,3%,-12,3,-9%[57.5 µM],2%
O=C(NNC(=O)c1cc(-c2ccncc2)nc2ccccc12)Nc1ccc(F)cc1,0.4,i,-7%,1%,14,1,-11%,-13%
Cc1ccccc1NC(=S)NC1CCN(Cc2ccccc2)CC1,0.4,i,21%,-1%,-50*,-29,-23%,4%
CN(Cc1ccccn1)C(=O)C1CCC(=O)N(Cc2cccc(C(F)(F)F)c2)C1 (configuration not stated),-0.8,i,-3%,1%,-19,-2,i,6%
Clc1cccc(-c2cc3nc4c(c(N5CCN(c6cnccn6)CC5)n3n2)CCCC4)c1,-0.8,i,-5%,-1%,6,-3,i,2%
CC(=O)N1c2ccc(S(=O)(=O)N3CCC(C(=O)N4CC(C)CC(C)C4)CC3)cc2CC1C (configuration not stated),0.0,i,2%,-5%,-1,7,i,16%
CN(C)CCCN(C(=O)c1ccc(S(=O)(=O)N(C)C2CCCCC2)cc1)c1nc2ccc(Br)cc2s1,-1.7,i,0%,-1%,-15,-3,-4%,13%
CC1CC(C)CN(CCCNC(=O)CN2C(=O)c3cccnc3Oc3ccccc32)C1 (configuration not stated),1.6,i,-10%,2%,-25,-19,-30%[inhibitor],-10%
Cc1ccc(C(NC(=O)C2CCN(CCOc3ccc(Cl)cc3Cl)CC2)c2ccccn2)cc1 (configuration not stated),0.8,/,-2%,/,-3,-19,-22%,11%
O=C(NC(=S)Nc1ccc(Cl)c(C(=O)O)c1)c1cncc(Br)c1,-0.9,i,?,?,?,-7,-27%,1%
CC(C)C(=O)N1CCN(c2ccccc2NC(=O)COc2ccccc2)CC1,-6.4,i,4%,-2%,-11,-7,-26%,2%
CSc1cccc(NC(C)C(=O)NCc2ccccc2)c1 (configuration not stated),0.2,i,2%,1%,-12,-6,-9%,-1%
CS/C(=C/[N+](=O)[O-])Nc1cccc2c1C(C)CC2(C)C (configuration not stated),-2.3,i,-11%,0%,3,-1,-11%,2%
Cc1ccnc(N2CCC(C(=O)Nc3nnc(C)s3)CC2)n1,-1.7,i,-2%,0%,38,0,i,4%
O=C(NN1CCCCC1)c1ccc(COc2ccc(Cl)cc2)cc1,-2.3,i,13%,0%,8,25,-17%,6%
COc1ccc(/C=C(/NC(=O)c2ccc(Br)cc2)C(=O)N2CCOCC2)cc1,0.4,i,-1%,3%,13,1,-17%,-5%
Cn1c(COc2ccc3ccccc3c2)nnc1SCC(N)=O,-0.1,i,4%,0%,19,-5,-3%[57.5 µM],6%
CN(C)c1ncc(CN2CCC(C(=O)Nc3ccc(-n4cccn4)cc3)CC2)s1,-3.1,i,8%,-1%,7,-15,-12%,2%
CC(=O)NCCc1nc2cc(NC(=O)c3ccccc3C)ccc2n1C,-1.6,i,-6%,0%,1,0,-42%[inhibitor],11%
CN(Cc1ccccc1)C(=O)c1ncn(Cc2ccccc2)c1C(=O)N(C)Cc1ccccc1,0.1,i,-16%,1%,47,45*,i,3%
CCN(CC)CCCNC(=O)Cn1nc(-c2ccccc2)ccc1=O,0.5,i,7%,-1%,14,-5,-25%[57.5 µM],-1%
Cc1c(-c2ccc(Br)cc2)[n+](=O)c2c(n1[O-])CCCC2,-6.9,i,2%,-4%,-21,-4,-23%,1%
COCCN(CCOC)c1nc(-c2ccc(C)cc2)nc2ccccc12,1.3,i,?,1%,53,-1,-25%,5%
Cc1ccc(C2CC(c3cccc(NS(C)(=O)=O)c3)=NN2S(C)(=O)=O)cc1 (configuration not stated),0.2,i,-10%,-2%,0,-1,-7%,0%
CCOC(=O)C1=C(C)NC(C)=C(C(=O)OCC)C1c1nc2ccccc2[nH]1,-2.1,i,10%,/,6,-11,-6%,4%
CC(/C=N/NC(=O)Cc1cccn1C)=C\c1ccco1,-0.5,i,-2%,2%,4,1,i,-1%
COc1ccccc1N1CCN(C(=O)C2CCN(S(=O)(=O)c3ccc(Cl)cc3)CC2)CC1,-2.7,/,-1%,0%,18,6,i,8%
CCOc1ccccc1/C=C(/NC(=O)c1ccccc1)C(=O)NCC(=O)O,-0.1,i,-2%,-1%,14,-3,i,2%
O=C(NCCN1CCCC1)c1ccccc1Cl,-2.6,i,-6%,2%,-15,-20,-3%,8%
C[C@@H](c1ccccc1)N1C[C@@H](COCc2ccccc2)Oc2cc(N3CC[C@@H](O)C3)ccc2S1(=O)=O,2.0,i,-10%,/,16,4,-25%,11%
Cc1nnc(SCC(=O)Nc2ncc3c(n2)CC(c2ccccc2)CC3=O)s1 (configuration not stated),1.2,i,-11%[57.1 µM],-1%,-7,-8,-41%[inhibitor][57.5 µM],-1%
Cc1ccc(S(=O)(=O)N2CCN(CC(=O)N/N=C/C=C/c3ccccc3)CC2)cc1,-8.7,i,-4%,1%,7,-1,i,-6%
Cc1ccc(-c2nc(CS(=O)CC(=O)NC(C)CCc3ccccc3)c(C)o2)cc1 (configuration not stated),-2.0,i,-3%,3%,-21,8,-14%,17%
Cc1ccc(CNS(=O)(=O)c2c(C)[nH]c(C)c2C(=O)N2CCCCC2)o1,-0.3,i,-5%,-2%,4,4,i,-4%
CC1(C(=O)Oc2ccccc2)Cc2ccccc2C(=O)O1 (configuration not stated),1.3,i,8%,-7%,7,-12,-1%,-2%
Cc1cc(/C=C2\C(=N)N3N=C(C(C)C)SC3=NC2=O)c(C)n1-c1ccccc1,3.0,i,5%,-2%,-10,-12,i,-5%
Cc1c(C(=O)NCc2cccc([N+](=O)[O-])c2)sc(=O)n1Cc1ccc(F)cc1,-2.4,i,4%,/,-23,0,-42%,-1%
COC(=O)C(CC(C)C)NC(=O)c1ccc([N+](=O)[O-])cc1 (configuration not stated),-3.1,i,4%,1%,9,1,-30%,-10%
COc1ccc(C(=O)NCC(=O)OCc2ccccc2F)cc1,-3.0,i,1%,0%,-20,-9,-1%,13%
C[C@@H]1C[C@H]2[C@@H]3CCC4=CC(=O)C=C[C@]4(C)[C@@]3(F)[C@@H](O)C[C@]2(C)[C@H]1C(=O)CO,-0.4,i,-10%,-2%,1,-55&12,-5%,6%
Cn1c(Nc2ccc(F)cc2)nc2cc(-c3ccsc3)sc2c1=O,-0.7,i,8%,/,?,-3,-5%,-1%
C=CCOC(=O)c1ccc(N2CCN(c3ccccc3)CC2)nc1,-0.2,i,-5%,-4%,-10,-1,-42%[inhibitor],10%
O=C(CSc1nc(-c2ccco2)cc(C(F)(F)F)n1)NCCCn1ccnc1,-2.0,i,20%,1%,-2,1,i,6%
COc1ccc(Br)cc1/C=C(\C(=O)O)c1ccc(S(=O)(=O)N2CCCCC2)s1,0.5,i,-2%,3%,-7,-3,i,-16%
c1ccc(OCc2nnc3n2CCCCC3)cc1,-9.9,i,-13%,2%,4,-2,0%,-4%
COc1ccccc1Cn1c(C)nnc1-c1cnn(C)c1N,0.5,i,-15%,2%,13,-1,i,-1%
O=C(NCCS(=O)(=O)NCc1ccccn1)c1ccccc1,-4.3,i,-3%,0%,5,6,i,1%
N#CCc1ccc(NC(=O)Nc2cccc(Cl)c2)cc1,-1.6,i,-1%,0%,-8,1,-34%[inhibitor],1%
COC(=O)c1ccc2c(=O)n(CCCCCC(=O)O)c(=S)[nH]c2c1,-1.8,i,1%,-1%,-27,-13,i,-4%
Cc1ccc(-c2n[nH]c3c2C(c2cccc(O)c2)N(c2ccc(C(=O)O)cc2)C3=O)cc1 (configuration not stated),1.2,i,3%,-4%,18,-9&4,-17%&-65%,4%
CC(NC(=S)NCCc1ccccc1)C(c1cccs1)N1CCN(C)CC1 (configuration not stated),1.6,i,11%,3%,-16,-12,i,-1%
CCOCCCn1c(SCC(=O)/C(C#N)=C(\C)N)nc2ccccc2c1=O,-1.5,i,-6%,-3%,17,1,-25%,15%
COC(=O)c1ccccc1NC(=O)CSc1ccc(C)cc1,-0.6,i,-10%,0%,29,3,-28%,-11%

2 of the compounds above, with values under each structure:
Every second line gives: CCT chaperon mod | Akt phos inh | EPAC2 antagonist | MmCpn inh | DRD3 antagonist | DRD3 agonist | PTHR1 ag | EPAC2 ag
CCOC(=O)C1=C(C)NC(C)=C(C(=O)OCC)C1c1nc2ccccc2[nH]1
 : -2.1 | i | 10% | / | 6 | -11 | -6% | 4%
CC(/C=N/NC(=O)Cc1cccn1C)=C\c1ccco1
 : -0.5 | i | -2% | 2% | 4 | 1 | i | -1%

Source: PubChem
